CD40 NFkB inh = inhibitors of CD40-induced NF-kB signaling, primary screen, BL2 cells, luciferase reporter, single point; CD40L-induced, 4 h; inhibition, % at 10 µM; actives 0.94% (n = 83,000);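 active = mean inhibition of at least 50% with a set share of replicates also reaching that level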;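 also: 0% = neutral control wells and 100% = IKK inhibitor VII at 50 µM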
* = called active by the depositor; [ ] = remark or other dose. The list is partial (hit frequency here may not be typical).

Start of the data: the first 16 records, ahead of the listing:
SMILES	CD40 NFkB inh
COc1cc(C(O)c2nc(-c3cccc(C#N)c3)cs2)ccc1F (stereo not given)	11
CCNC[C@@H]1[C@H](c2ccccc2)[C@H](CO)N1C(=O)Cc1ccccn1	1[25 µM]
CC(CNC1CCCCC1)OC(=O)c1ccc([N+](=O)[O-])cc1 (stereo not given)	2
O=C(Nc1ccccc1)Nc1ccccc1C(=O)NCCCN1CCOCC1	-3
O=C(C[C@H]1C=C[C@@H](NC(=O)C2CCC2)[C@@H](CO)O1)NC1CCCCC1	10[25 µM]
COc1ccc(-c2cccc(NS(=O)(=O)c3cc([N+](=O)[O-])c(C)c([N+](=O)[O-])c3)c2)nn1	-16
O=c1c2nnn(-c3cccc(F)c3)c2ncn1Cc1ccccn1	0
Cc1cc(C(=O)Nc2ccccn2)cs1	9
CNC(=O)COC(=O)CCC(=O)c1ccc(Cl)cc1	4
O=C(COc1ncnc2ccccc12)N1CCN(S(=O)(=O)c2ccccc2)CC1	12
Cc1ncc(CN2CCCC(C(=O)Nc3ccc(-n4ccnc4C)cc3)C2)cn1 (stereo not given)	7
CC=Cc1ccc2n(c1=O)C[C@@H]1[C@@H](CO)[C@H](C(=O)NCC3CC3)[C@H]2N1Cc1cccnc1 (mixture of isomers)	2[25 µM]
CCN(CC(=O)Nc1ccc(NC(C)=O)cc1)C(=O)c1ccc(NC2CC2)c([N+](=O)[O-])c1	1
CCOC(=O)c1c(NC(=O)COC(=O)Cc2n[nH]c(=O)c3ccccc23)sc(C(=O)N(C)C)c1C	0
O=C1C=C(CCc2ccccc2)CCC1	1
COc1ccc(C(=O)NC(=S)N2CCN(C)CC2)cc1Br	8

The list itself, repeating the preview:
SMILES	CD40 NFkB inh
COc1cc(C(O)c2nc(-c3cccc(C#N)c3)cs2)ccc1F (stereo not given)	11
CCNC[C@@H]1[C@H](c2ccccc2)[C@H](CO)N1C(=O)Cc1ccccn1	1[25 µM]
CC(CNC1CCCCC1)OC(=O)c1ccc([N+](=O)[O-])cc1 (stereo not given)	2
O=C(Nc1ccccc1)Nc1ccccc1C(=O)NCCCN1CCOCC1	-3
O=C(C[C@H]1C=C[C@@H](NC(=O)C2CCC2)[C@@H](CO)O1)NC1CCCCC1	10[25 µM]
COc1ccc(-c2cccc(NS(=O)(=O)c3cc([N+](=O)[O-])c(C)c([N+](=O)[O-])c3)c2)nn1	-16
O=c1c2nnn(-c3cccc(F)c3)c2ncn1Cc1ccccn1	0
Cc1cc(C(=O)Nc2ccccn2)cs1	9
CNC(=O)COC(=O)CCC(=O)c1ccc(Cl)cc1	4
O=C(COc1ncnc2ccccc12)N1CCN(S(=O)(=O)c2ccccc2)CC1	12
Cc1ncc(CN2CCCC(C(=O)Nc3ccc(-n4ccnc4C)cc3)C2)cn1 (stereo not given)	7
CC=Cc1ccc2n(c1=O)C[C@@H]1[C@@H](CO)[C@H](C(=O)NCC3CC3)[C@H]2N1Cc1cccnc1 (mixture of isomers)	2[25 µM]
CCN(CC(=O)Nc1ccc(NC(C)=O)cc1)C(=O)c1ccc(NC2CC2)c([N+](=O)[O-])c1	1
CCOC(=O)c1c(NC(=O)COC(=O)Cc2n[nH]c(=O)c3ccccc23)sc(C(=O)N(C)C)c1C	0
O=C1C=C(CCc2ccccc2)CCC1	1
COc1ccc(C(=O)NC(=S)N2CCN(C)CC2)cc1Br	8
O=C(O)CCn1c(CO)nc2ccccc21	4
O=S(=O)(Cc1nnnn1-c1ccccc1)c1ccccc1	7
C[C@H](CO)N1C[C@H](C)[C@@H](CN(C)Cc2ccncc2)OCc2cn(nn2)CCCC1=O	-2
CC(=O)NC(CC(=O)NCCc1ccccc1)c1ccccc1 (stereo not given)	-2
CCCCCCNCCn1cnc2c(N)ncnc21	11
COc1ccc(NC(=O)c2cc3nc(-c4ccccc4)cc(C)n3n2)cc1OC	-3
COc1ccccc1CNC(=O)CN(C)CC(=O)Nc1ccccc1Br	0
CC(=NNC(=S)N1CC2CCC(CC2)C1)c1ccncn1	1
O=C(C[C@H]1CC[C@@H](NS(=O)(=O)c2ccccc2F)[C@H](CO)O1)NCCCN1CCOCC1	0[25 µM]
CC(OC(=O)C1CCN(c2ccc(C(F)(F)F)cn2)CC1)C(=O)NC1CCCCC1C (stereo not given)	8
CC(C)CC(=O)N/C(N)=N/c1nc2ccccc2o1	-47
CO[C@H]1CN(C)C(=O)c2cc(NC(=O)c3nc4ccccc4s3)ccc2OC[C@H](C)N(Cc2cccnc2)C[C@@H]1C	11
O=C(COC(=O)c1ccc(S(=O)(=O)NCc2ccco2)cc1)NC1CCCCCC1	-12
O=C1CC(N2CCC(c3nc4ccccc4s3)CC2)C(=O)N1 (stereo not given)	-12
Cc1nn(C)cc1NC(=O)C[C@H]1CC[C@@H]2[C@H](COc3ccc(NC(=O)C4CCOCC4)cc3C(=O)N2C)O1	-7[25 µM]
O=C(O)c1n[nH]c2ccccc12	9
CN(CC(=O)Nc1ccc(F)cc1)C(=O)COC(=O)c1ccc(-c2ccccc2)cc1	2
O=C(Cn1nnc2ccccc21)Nc1ccc(Cl)cn1	2
CCOc1ccc(Oc2ccccc2NC(=O)C2=COCCO2)cc1	0
CCC(=O)OCC(=O)Nc1cc([N+](=O)[O-])ccc1OC	-18
COc1ccc(CN2CCC(=O)NC2=O)cc1	10
Cc1cc(C)n2nc(C(=O)Nc3nnc(C4CC4)s3)nc2n1	-1
O=C(CCc1c[nH]c2ccccc12)Nc1ncccc1O	-20
N#Cc1nc(-c2ccco2)oc1NCCCn1ccnc1	0
O=C(Cc1n[nH]c(=O)c2ccccc12)Nc1cccc(S(=O)(=O)N2CCCCCC2)c1	5
CC1(C(=O)Nc2ccc3c(c2)OCO3)Cc2c(-c3ccc4c(c3)OCO4)ccnc2O1 (stereo not given)	0
CCC(=O)N1CCCCN2[C@H](CO)[C@H](c3ccc(/C=C/c4ccccc4)cc3)[C@H]2C1	10[25 µM]
CCN(CC)C(=O)COC(=O)c1ccc(O)cc1	6
CCCc1cc(N2CCCC2)n2nc(C)c(-c3ccccc3)c2n1	-3
CCCC#Cc1ccc2c(c1)[C@H]1[C@H](CCN1C(=O)C1CCCCC1)[C@@H](CO)N2	1[25 µM]
Cn1c(=O)c2cc(NC(=O)Cc3ccccc3F)ccc2n1-c1ccc(C(C)(C)C)cc1	-11
COc1ccc(CNC(=O)C[C@H]2C[C@@H]3c4cc(NC(=O)NC5CCCC5)ccc4O[C@@H]3[C@H](CO)O2)cc1	3[25 µM]
CCC(=O)N1CCCCN2[C@H](C1)[C@H](c1ccc(C#Cc3ccccc3)cc1)[C@@H]2CO	12[25 µM]
O=C(OCC(=O)N1CCN(C(=O)c2ccco2)CC1)c1cc(-c2ccco2)nc2ccccc12	-1

(next part)
SMILES	CD40 NFkB inh
CCOc1ccc(NC(=O)[C@@H]2CCCN2C(=O)c2cccs2)cc1S(=O)(=O)N1CCCCC1	1
CCOC(=O)N1CCN(C(=O)CCN2C(=O)COc3ccccc32)CC1	3
CCOC(=O)C1(Cc2ccc(OC)cc2)CCN(C(=O)c2cccc3nccnc23)CC1	0
N#Cc1ccc(-c2ccc3c(c2)[C@H]2[C@H](CCN2C(=O)C2CC2)[C@H](CO)N3)cc1	-4
Cc1ccc2c(c1)S/C(=C/c1ccc[n+](CCO)c1)N2C	5
O=C(NCc1ccc2c(c1)OCO2)Oc1ccccc1	-76
Cc1cc(=O)oc2cc(OCC(=O)Nc3ccc4[nH]c(=O)[nH]c4c3)ccc12	-2
C[C@@H]1CN([C@H](C)CO)C(=O)CCCn2nncc2CO[C@H]1CN(C)S(=O)(=O)c1ccc(Oc2ccccc2)nc1	0[25 µM]
CN(CC(=O)Nc1cccc(F)c1)C(=O)C1CSC2(C)CCC(=O)N12 (stereo not given)	9
Cc1ccc(-n2c(SCC(=O)c3c(N)n(C4CC4)c(=O)[nH]c3=O)nnc2N2CCOCC2)cc1	5
COc1cc2c(cc1NC(=O)COC(=O)CNC(=O)c1ccccc1)oc1ccccc12	-54
CC1CCC(NC(=O)c2cccc(S(=O)(=O)N3CCOCC3)c2)CC1 (stereo not given)	-28
c1ccc(OCc2nn3c(-c4cccnc4)nnc3s2)cc1	-2
COc1cccc(NC(=O)Nc2ccc3c(c2)C(=O)N(C)C[C@@H](OC)[C@@H](C)CN[C@@H](C)CO3)c1	0[25 µM]
Cc1ccccc1NC(=O)COC(=O)CCC(=O)c1cccs1	13
Cc1ccc(C(=O)OCC(=O)N2CCNC2=O)c(C)c1	-44
Cc1cc(C)nc(N2N=C(CSc3ccc(Cl)cc3)CC2=O)n1	11
CCOCCCNC(=O)Cc1c(C(=O)O)[nH]c2ccc(Cl)cc12	11
Cc1cc2c(NC(=O)Nc3ccccc3)cccc2nn1	7
Cn1cnc([N+](=O)[O-])c1NCc1ccccc1	0
Cc1nonc1OC(C)CNCCNc1ccc([N+](=O)[O-])cc1 (stereo not given)	3
COc1cccc(N2CCN(C(=O)C3CCC(=O)N(C4CCCCCC4)C3)CC2)c1 (stereo not given)	6
COc1cccc(/C=C(\CC(=O)O)c2nc3ccccc3s2)c1	-22
CNC(=O)CNC(=O)Nc1ccc(C)cc1	-6
COc1ccccc1CN1[C@H](CO)[C@@H]2c3ccccc3N(C(=O)C3CCOCC3)C[C@@H]21	-7[25 µM]
COc1cc(SC)ccc1C(=O)Nc1cccc(C2OCCCO2)c1	-68
CCC(=O)Nc1ccc2c(c1)C(=O)N(C)C[C@H](OC)[C@H](C)CN(Cc1nccs1)[C@@H](C)CO2	-4[25 µM]
C/C=C/c1cnc2c(c1)C(=O)N([C@H](C)CO)C[C@H](C)[C@@H](CN(C)CC1CCOCC1)O2	-18[25 µM]
CC(C)=CC(=O)OCC(=O)Nc1cc(C)cc(C)c1	6
O=C(C1CCC1)N1CC(=O)N2[C@H](C1)[C@@H](c1ccc(Br)cc1)[C@@H]2CO	-3[25 µM]

2 successive records out of the list so far:
SMILES	CD40 NFkB inh
Cc1nonc1OC(C)CNCCNc1ccc([N+](=O)[O-])cc1 (stereo not given)	3
COc1cccc(N2CCN(C(=O)C3CCC(=O)N(C4CCCCCC4)C3)CC2)c1 (stereo not given)	6

Next part.
SMILES	CD40 NFkB inh
CSc1nc2ccc(NC(=O)C3CC(=O)N(Cc4ccccc4)C3)cc2s1 (stereo not given)	-5
COC(=O)c1cccc(NC(=O)CN2C(=O)C3CCCCC3C2=O)c1 (stereo not given)	4
O=C(COC(=O)Cc1c(Cl)cccc1Cl)NCc1ccco1	8
CC(=O)c1ccc(N2CCN(C(=O)c3cc4c(s3)CCCC4)CC2)cc1	-38
CO[C@@H](CN(C)C(=O)C1CCOCC1)[C@H](C)CN([C@@H](C)CO)S(=O)(=O)c1ccccc1	-3[25 µM]
Cn1c(=O)c2sc3c(c2n(CC(=O)Nc2ccccc2)c1=O)COC(C)(C)C3	-2
O=C(NC1=NCCS1)c1cc(-c2cccnc2)nc2ccccc12	10
O=C(NCCN1CCOCC1)C12CC3CC(C1)CC(c1ccccc1)(C3)C2	4
O=C(Nc1cccc(F)c1)N1CCCCN2[C@H](C1)[C@H](c1ccc(C#Cc3cccnc3)cc1)[C@@H]2CO	15[25 µM]
O=C(O)CCCNS(=O)(=O)c1cccc2nsnc12	7
CN1CCN(C(=O)c2ccc3c(Cl)c4c(nc3c2)CCCC4)CC1	0
O=C(C1CCC1)N1CC[C@@H]2[C@@H](CO)Nc3ccc(Br)cc3[C@@H]21	5
O=C(Nc1ccon1)c1ccc(S(=O)(=O)N2CCOCC2)cc1	8
O=C(CN1CCN(C(=O)CNC(=O)c2ccc(N3CCCC3=O)cc2)CC1)Nc1ccccc1Cl	3
Cc1cc(C)nc(SCc2ccc(C(=O)N/N=C/c3ccncc3)cc2)n1	8
COc1ccccc1C(=O)NCC(c1cccs1)N1CCc2ccccc21 (stereo not given)	-8
N#CC(=Cc1ccnc2ccccc12)c1ccccc1	-10
CCNC(=O)[C@@H]1[C@@H](CO)[C@@H]2Cn3c(ccc(/C=C/c4ccccc4)c3=O)[C@H]1N2C(=O)C1CCCC1	3[25 µM]
Cc1nc2nc3c(cn2n1)C(=O)CCC3	2
O=C(NCc1cccs1)Nc1ccc2c(c1)OCO2	-43
O=C(Nc1cc(Cl)ccc1N1CCOCC1)c1ccc(N2CCCCC2)c([N+](=O)[O-])c1	-4
C[C@H](CO)N1C[C@H](C)[C@@H](CN(C)Cc2cccc3c2OCCCO3)OCc2ccccc2-c2c(n(C)c3ccccc23)C1=O	-10[25 µM]
Cc1ccc(S(=O)(=O)N2CCN(C(=O)N(C)C)CC2)cc1	4
N#C[C@@H]1[C@H](c2ccc(C3=CCCCC3)cc2)[C@@H](CO)N1C(=O)c1ccccn1	21
CCC(C)n1cnc2c(c1=O)c1nc3ccccc3nc1n2-c1ccc2c(c1)OCCO2 (stereo not given)	16
CCC1CCC(N2CCN(c3ccc([N+](=O)[O-])cc3)CC2)CC1 (stereo not given)	-3
CC(=O)NCCc1ccc(C(=O)COC(=O)c2ccco2)cc1	-1
COc1ccc(OCCSc2nnc3c(Cl)cc(Cl)cn23)cc1	9
O=C(C1CCCCC1)N1C[C@@H]2[C@H](c3ccccc31)[C@H](CO)N2CC1CCOCC1	-9[25 µM]
O=C1NN(c2ccccc2)C(=O)C1=Cc1ccccc1O	-36
O=C(C[C@H]1CC[C@@H]2NC[C@H](O)COC[C@H]2O1)NCCc1ccncc1	-2[25 µM]
COc1cc(/C=C2/C(=O)ON=C2C)ccc1OCc1cccc(F)c1	-60
N#Cc1cccc(-c2ccc([C@H]3[C@H]4CN(Cc5ccccc5F)CCCCN4[C@H]3CO)cc2)c1	5[25 µM]
COc1ccc(C(=O)Nc2ccc3c(c2)C(=O)N(C)[C@@H]2CC[C@@H](CC(=O)NCC4CC4)O[C@@H]2CO3)cc1	-7[25 µM]
CCOC(=O)Cc1csc(NC(=O)CC)n1	1
Cc1noc(C)c1S(=O)(=O)N(C)C[C@@H]1OCCCC[C@H](C)Oc2ccc(NC(=O)CCC(F)(F)F)cc2C(=O)N([C@H](C)CO)C[C@@H]1C	2[25 µM]
CN(C)C(=O)[C@@H]1[C@@H](CO)[C@@H]2Cn3c(ccc(C4=CCCC4)c3=O)[C@H]1N2Cc1cccnc1	-3[25 µM]

Source: PubChem
